Screening results as filed in PubChem.
Sm TGR inh = blocks Schistosoma mansoni thioredoxin glutathione reductase; purified TGR, DTNB reduction, TNB absorbance 405 nm; Potency, µM (series often up to 114 µM), inactives show at the top dose activity change, negative = inhibition, hits mostly inhibitors; Q962Y6; hit rate 3% among 360,000; further: potency means the concentration at half of the fitted maximal effect; nearly all actives have a fitted effect of over 60% in size
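TGR 20 nM + NADPH 100 uM (dispensed conc.), cpd preinc 15 min RT; start with NADPH (500 uM addition) then DTNB (15 mM addition). Kinetic TNB absorbance, 405 nm filter. Four-parameter Hill fit across titration.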
AmpC detergent = AmpC beta-lactamase inhibition with detergent present; P00811; AmpC hydrolysis of nitrocefin, absorbance 480 nm, 0.01% Triton; Potency, µM (series often up to 114 µM), inactives show at the highest dose activity change, negative = inhibition, actives largely listed as inhibitors; hit rate 0.041% among 370,000; AID 485294;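 further: potency means the concentration at half of the fitted maximal effect; 0% = no-compound wells and -100% = no-enzyme wells; nearly all actives have a fitted effect of over 25% in size; some results filed as inactive show a strong effect at the top dose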
Target sequence (P00811 whole entry, looked up): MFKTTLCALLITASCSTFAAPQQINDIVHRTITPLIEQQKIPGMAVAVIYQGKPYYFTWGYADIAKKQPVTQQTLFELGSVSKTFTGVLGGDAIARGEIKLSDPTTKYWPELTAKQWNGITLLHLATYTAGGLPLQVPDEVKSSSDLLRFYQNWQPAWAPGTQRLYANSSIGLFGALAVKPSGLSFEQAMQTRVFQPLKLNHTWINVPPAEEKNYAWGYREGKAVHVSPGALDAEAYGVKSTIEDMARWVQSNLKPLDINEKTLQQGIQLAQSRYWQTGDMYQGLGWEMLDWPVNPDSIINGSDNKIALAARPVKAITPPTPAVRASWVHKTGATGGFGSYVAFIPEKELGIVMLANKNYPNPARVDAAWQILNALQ
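20 mM phosphate pH 7.0 + 0.01% (detergent screen) or 0.0001% Triton X-100; 5.3 nM AmpC reagent; cpd preinc 15 min RT; nitrocefin (800 uM stock) to start; A480 q20 s × 4 min; Activity was normalised to no-enzyme and no-compound control wells.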
LmPK inh = inhibitors of Leishmania mexicana pyruvate kinase | Q27686 | purified LmPK, Kinase-Glo ATP luminescence, 1 h | Potency, µM (doses to about 57.5 µM), without a hit: at the top dose activity change, negative = inhibition, actives largely listed as inhibitors | hit rate 0.37% among 290,000; further: potency means the concentration at half of the fitted maximal effect
Target sequence (Q27686 whole entry, looked up): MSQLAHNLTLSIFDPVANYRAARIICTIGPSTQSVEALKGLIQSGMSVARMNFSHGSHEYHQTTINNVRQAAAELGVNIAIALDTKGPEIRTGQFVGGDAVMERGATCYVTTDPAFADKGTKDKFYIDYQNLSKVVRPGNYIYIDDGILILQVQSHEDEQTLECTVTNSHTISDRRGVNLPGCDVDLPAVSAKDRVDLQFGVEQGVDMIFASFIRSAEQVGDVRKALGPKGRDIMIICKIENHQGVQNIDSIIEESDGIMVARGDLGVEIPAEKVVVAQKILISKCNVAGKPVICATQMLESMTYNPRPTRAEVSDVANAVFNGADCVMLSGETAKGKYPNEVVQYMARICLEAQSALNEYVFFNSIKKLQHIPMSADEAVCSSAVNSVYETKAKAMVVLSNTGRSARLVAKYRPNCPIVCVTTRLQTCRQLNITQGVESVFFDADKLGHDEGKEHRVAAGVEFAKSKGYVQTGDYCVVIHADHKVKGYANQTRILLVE
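Kinase-Glo luminescence read after 1 h RT reaction of 0.1 nM LmPK with 0.5 mM PEP and 0.1 mM ADP. Activity scaled between uninhibited and enzyme-free controls.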
AmpC inh no detg = inhibitors of E. coli AmpC beta-lactamase without detergent; P00811; AmpC nitrocefin hydrolysis, absorbance 480 nm, 0.0001% Triton; Potency, µM (series often up to 57.1 µM), for the others: top-dose activity change, negative = inhibition, usual class: inhibitors; hit rate 0.52% among 330,000; AID 485341;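 further: potency means the concentration at half of the fitted maximal effect; plate controls were no compound for no effect and no enzyme for full effect; nearly all actives have a fitted effect of over 20% in size; some results filed as inactive show a strong effect at the top dose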
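AmpC (5.3 nM in the dispensed reagent) in 20 mM phosphate pH 7.0 with 0.01% (detergent screen) or 0.0001% Triton X-100 was preincubated with compounds for 15 min at room temperature. Nitrocefin was then added from an 800 uM solution, and hydrolysis was followed at 480 nm.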
AMA1-RON2 inh = AMA1-RON2 (P. falciparum) interaction inhibition. AlphaScreen AMA1-biotinylated RON2 peptide binding. Potency, µM (doses to about 58.2 µM), without a hit: at the top dose activity change, negative = inhibition, usual class: inhibitors. hit rate 0.2% among 360,000;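 further: potency means the concentration at half of the fitted maximal effect; 0% = vehicle wells and -100% = peptide control; nearly all actives have a fitted effect of over 45% in size; some results filed as inactive show a strong effect at the top dose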
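AMA1 (3D7) with his tag at 25 nM final met compounds first, then biotinylated RON2 peptide at 25 nM; detection used donor plus acceptor beads, 10 µg/mL apiece, read by AlphaScreen after 30 min at room temperature.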
Tb PYK inh = T. brucei pyruvate kinase inhibition | Q57TT1 | TbPYK enzyme, Kinase-Glo Plus ATP luminescence, 45 min | Potency, µM (doses to about 76.8 µM), without a hit: top-dose activity, negative = inhibition, usual class: inhibitors | hit rate 0.12% among 410,000 | AID 624173; further: potency means the concentration at half of the fitted maximal effect; nearly all actives have a fitted effect of over 50% in size
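In this concentration-response screen, enzyme-free wells defined baseline while DMSO plates tracked drift. Each reaction combined TbPYK, substrate, compound and 130 uM ADP for 45 min at room temperature. Kinase-Glo Plus luminescence gave the signal.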
HCMV inh = human cytomegalovirus inhibition. HFF cells, HCMV-luciferase reporter, 72 h; stronger effect = lower value. activity change, negative = inhibition, % at 57.5 µM. hit rate 4.5% among 410,000. AID 1259415; in the data active means activity change below about -60%; inconclusive means no clear call, values can overlap the other calls; inactive means above about -39%
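Two compound doses tested in HFFs infected with HCMV-luciferase, MOI 1 PFU/cell, 72 h at 37C. Lysate luminescence read with OneGlo; data normalized against buffer-only and 10uM Salinomycin inhibitor controls.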
Starred values were filed as active, the others as inactive; ? = inconclusive; . = not tested or not shown; [ ] = dose if it differs, or a comment. Unless noted, the call rests on the fitted dose curve; in most records, active means well fitted curve in the direction sought with a large enough effect; inconclusive means small, poorly fitted or top-dose-only effect, or another doubt; inactive means no such curve, though single readings can be large; an effect the other way counts as inactive or inconclusive. Unless noted, on the % scale 0 is the no-effect control and ±100 the full control effect.

Structure,Sm TGR inh,AmpC detergent,LmPK inh,AmpC inh no detg,AMA1-RON2 inh,Tb PYK inh,HCMV inh
CCCCN(C(=O)c1cc2ccccc2o1)c1c(N)n(CC(C)C)c(=O)[nH]c1=O,11%,2%,1%,-22%,-17%,7%,6
OC[C@@H]1CN(Cc2ccc(-c3ccccc3)cc2)C[C@H](n2cnc3c(NC4CCC4)ncnc32)O1,.,.,.,.,-20%,-17%,-88*
Cc1nn(-c2cccc(C(=O)O)c2)c(C)c1Oc1ccccc1O,0%,-13%,5%,-16%,9%,-2%,-10
Cc1ccc(-c2cc(C(=O)NC3=NCCS3)c3ccccc3n2)cc1C,-7%,-10%,-3%,-45%,0%[11.6 µM],6%,78
CCOC(=O)C1C(C(=O)OCC)C(C)(C)C1N(C)C (stereo not given),.,.,.,.,-3%,-14%,30
CCOc1ccc([C@@H]2CC=C(C(=O)O)[C@H](c3cccc(Cl)c3)N2S(=O)(=O)c2ccc(C)cc2)cc1,-20%,0%,.,-21%,-1%,4%,-9
O=C1[C@H]2[C@@H](C3CC3)N3C(=O)CN(Cc4ccccn4)C(=O)[C@@]3(Cc3ccccc3)[C@H]2C(=O)N1c1ccccc1,29%,?,0%,22%,13%,-1%,-19
O=C(NCC1CCCCC1)c1cccc(Br)c1,-4%,-5%,0%,-7%,7%,-20%,-4
CCOc1ccc(NC(=O)NCCn2nnc3cc(S(=O)(=O)N(C)C)ccc32)cc1,9%,7%,.,.,.,1%,7
Cc1cccc(NC(=S)N(CCN(C)C)C(C)c2ccco2)c1 (stereo not given),-26%,-9%,3%,-13%,-6%,-4%,-31
CCCC(C)C(=O)Nc1ccc(S(=O)(=O)Nc2nccs2)cc1 (stereo not given),-19%,-4%,-4%,0%,14%,-2%,?
Cc1cc(N2CCOCC2)ccc1/C=C1/SC(=O)NC1=O,6%,5%,16µM*,-23%,-9%,?,46
O=C(O)c1cn(Cc2ccccn2)c(=O)c2ccccc12,-7%,?,9%,-11%,-3%,-2%,?
Cc1ccc(NC(=O)COCC(=O)Nc2ccc(F)cc2)cc1,3%,-1%,8%,-3%,49%[activator],4%,-2
O=C(CN1CCCC1)Nc1ccc(F)cc1,-36%,-8%,4%,10%,-21%,4%,?
Cc1cc(C)c(S(=O)(=O)c2ccc(C(C)(C)C)cc2)c(Cl)n1,12%,2%,1%,51%,5%,-3%,-19
Cc1cc(C)cc(NC(=O)CN2C(=O)C3CC=CCC3C2=O)c1 (stereo not given),3%,4%,.,-25%,-5%,-6%,3
C=CCN1C(=O)C(C)(C)N(C(C)=O)c2ccccc21,2%,1%,-2%,-14%,8%,2%,17
Cc1oc(-c2ccccc2F)nc1CS(=O)CC(=O)NCc1ccc2c(c1)OCO2 (stereo not given),-5%,?,3%,6%,11%,-7%,-20
Cn1cnnc1SCCCN1C(=O)c2cccc3cccc(c23)C1=O,0%,-9%,2%,-2%[2.29 µM],-3%,5%,-24

Looked up above.
C=CCN1C(=O)C(C)(C)N(C(C)=O)c2ccccc21 @ LmPK inh: -2%
Cc1cc(N2CCOCC2)ccc1/C=C1/SC(=O)NC1=O @ AmpC detergent: 5%
CCOc1ccc([C@@H]2CC=C(C(=O)O)[C@H](c3cccc(Cl)c3)N2S(=O)(=O)c2ccc(C)cc2)cc1 @ Sm TGR inh: -20%

Part of the list above in order of heavy-atom count, lowest first.
Structure,Sm TGR inh,AmpC detergent,LmPK inh,AmpC inh no detg,AMA1-RON2 inh,Tb PYK inh,HCMV inh
O=C(CN1CCCC1)Nc1ccc(F)cc1,-36%,-8%,4%,10%,-21%,4%,?
Cc1ccc(-c2cc(C(=O)NC3=NCCS3)c3ccccc3n2)cc1C,-7%,-10%,-3%,-45%,0%[11.6 µM],6%,78
CCOc1ccc(NC(=O)NCCn2nnc3cc(S(=O)(=O)N(C)C)ccc32)cc1,9%,7%,.,.,.,1%,7

Further structures.
Structure,Sm TGR inh,AmpC detergent,LmPK inh,AmpC inh no detg,AMA1-RON2 inh,Tb PYK inh,HCMV inh
CCOC(=O)CCCCCC(=O)Nc1ccc2c(c1)C(=O)N([C@@H](C)CO)C[C@H](C)[C@H](CN(C)C(=O)NC(C)C)OCCCC[C@H](C)O2,.,.,.,.,-6%,3%,7
Cc1ccc(-n2nnc3c(=O)n(CC(=O)NCc4ccccc4)cnc32)cc1,1%,2%,4%,-43%,0%,-2%,-26
O=C(O)/C=C/C(=O)NC1CCCCCCCCCCC1,11%,6%,2%,-5%,-5%,0%,-19
Cc1ccsc1/C=N/NC(=O)Cn1cnc2ccccc21,-7%,8%,-5%,-1%,7%,0%,3
Cc1ccc(NC(=S)NNC(=O)c2c(Cl)c(C)nn2C)cc1,-3%,-7%,2%,-25%,76%[activator],-15%,-73*
COc1ccc(CCN(C)Cc2ccc(OC)c(OCc3ccccc3)c2)cc1OC,7%,-14%,5%,50%,-13%,14%,51
CC(=O)N1c2ccc(S(=O)(=O)NC(CC(=O)O)c3ccc(Br)cc3)cc2CC1C (stereo not given),2%,?,8%,-33%,-10%,4%,0
COc1cc2nc(CN(C)Cc3ccc(F)cc3)[nH]c(=O)c2cc1OC,-13%,0%,4%,-17%,116%[activator],-4%,15
Cc1cc(C(=O)COC(=O)C2=COCCO2)c(C)n1-c1ccc2c(c1)OCO2,17%[11.4 µM],3%,17%,31%,-16%,4%,13
Cc1ccc2cccc(NC3OC(=O)c4ccccc43)c2n1 (stereo not given),9%,2%,-4%,-21%,0%,-3%,2
CC(C)OCCCNc1nc2c(c(=O)n(Cc3ccccc3F)c(=O)n2C)n1C,4%,-11%,0%,0%,16%,1%,-6
Cc1c2cnn(-c3ccccc3)c(=O)c2c(C)n1CC(=O)NCCc1ccc(Cl)cc1,8%,12%,.,.,.,0%,6
Cc1ccc(NC(=O)CC(C)N2CCCC2)cc1 (stereo not given),2%,0%,2%,-6%,-9%,1%,13
COc1cccc(C(=O)Nc2cc(C)on2)c1OC,3%,2%,11%,-22%,9%,-3%,-3
S=c1[nH]nc(-c2ccco2)n1/N=C/c1ccccc1Cl,3%,4%,-8%,-29%,65%[activator],?,-40
COc1cccc(Cn2cnc3c([N+](=O)[O-])c(C)c(C)cc32)c1,1%,-6%,12%,-16%,-16%,-3%,-4
COc1ccccc1OCCSc1nc2ccccc2n1CC(=O)N1CCOCC1,-8%,-5%,.,.,.,-1%,26
C[C@H](O)[C@@H]1CN2CCc3c([nH]c4ccc(-c5ccc6c(c5)OCO6)cc34)[C@@H]2C[C@@H]1N(C)C(=O)NC1CCCCC1,.,.,.,.,0%,-6%,-86*
CCC(C)(C)NC(=O)C(c1cccc(OC)c1OC)N(C(=O)CCC(=O)Nc1cc(C)on1)C(C)C (stereo not given),-1%,?,-5%,55%,0%,5%,-79*
Cc1ccc(NC(=O)CN(C)C(=O)/C=C/c2ccc3c(c2)OCO3)cc1,2%,-9%,.,-55%,5%,-16%,0
O=C(CC1c2ccccc2C=C(c2ccsc2)N1c1ccc(-c2cccnc2)cc1)C1CC1 (stereo not given),.,.,.,.,3%,1%,-79*
Cc1ccc(S(=O)(=O)N2CC3(O)CN(C(=O)OC(C)C)N(C(=O)OC(C)C)CC3(OC(=O)Nc3c(C)noc3C)C2)cc1 (stereo not given),.,.,.,.,-3%,-3%,-2
Cc1cc(C)nc(SCC(=O)N2CCOCC2)n1,15%[11.4 µM],-12%,10%,-12%,8%,-3%,46
C/C(=N/NC(=O)c1sc(=S)n(C)c1C)c1ccccc1,-7%,-6%,-2%,-20%,-2%,-7%,?
CCN1C(=O)[C@H]2[C@@H](c3ccc(-c4ccc(C(C)=O)cc4)c(OC)c3)N[C@@](Cc3ccccc3)(C(=O)OC)[C@H]2C1=O,-23%,?,.,201%[activator],-5%,1%,25
COC(=O)C1=C[C@@H](C(=O)OC)C2C3=C(C(=O)C24CCCCC4)[C@H](C)n2c(=O)n(C)c(=O)n2[C@@H]3C1 (stereo not given in full),.,.,.,.,4%,-1%,-16
COc1ccc2nc(SCC(=O)c3ccco3)[nH]c2c1,-7%,7%,-24%,-10%,-7%,-8%,19
Cc1ccnc(NC(=O)CNC(=O)c2ccc3ccccc3c2)c1,0%,-8%,.,-32%,14%,-12%,39
Cn1c(NC(=O)c2cc(-c3ccc4c(c3)OCO4)nc3ccccc23)cc(=O)n(C)c1=O,-4%,-5%,-11%,-7%,32%[activator],-5%,-2
CCc1ccc(CNC(=O)CN2C(=O)CSc3c2c(C)nn3-c2ccccc2)cc1,-10%,-11%,.,.,.,3%,-37
Oc1c(Br)cc(CNC2CCCCC2)cc1Br,.,.,.,.,2%,-6%,-33
COc1ccc(-n2cc(C#N)c(=O)[nH]c2=O)cc1,-2%,-3%,-3%,-12%,-6%,1%,-22
O=C(CSc1nc(O)c(C2CCCCC2)c(=O)[nH]1)Nc1ccc(Cl)cc1,0%,0%,0%,.,7%,3%,15
COc1ccc(CN2CCN(Cc3ccccc3)CC2)c(OC)c1,0%,-11%,2%,-17%,41%[activator],2%,17
O=C(Nc1ccc2c(c1)OCCO2)C1CCCN(S(=O)(=O)c2cccnc2)C1 (stereo not given),0%,-19%,4%,-25%,3%,-7%,10
Cc1ccc(C(=O)NCCC(=O)N2CCC3(CC2)NCCc2[nH]cnc23)cc1C,-8%,-6%,-2%,-4%,-9%,-2%,-17
COc1ccc(O)c(-c2cn[nH]c2-c2cccs2)c1,1%,-10%,1%,-14%,-9%,-2%,28
Cc1ccc(Nc2c(O)nc[nH]c2=O)cc1C,.,.,.,.,27%,3%,-31
CCOC(=O)c1ccc(NC(=O)C(CC)Sc2nncn3c2cc2oc(C)cc23)cc1 (stereo not given),1%,17%,.,.,.,6%,-25
CCN(CC)CCNC(=O)c1cccc(NC(=O)C(=O)c2ccccc2NC(C)=O)c1,0%,-16%,1%,-18%,-18%,0%,43
COc1ccc(S(=O)(=O)N2CCOCC2)cc1NC(=O)COC(=O)Cc1ccccc1,.,.,.,16%,0%,2%,8
Cc1cccn2c(=O)c3cc(C(=O)NC(C)c4ccccc4)c(=N)n(CCOCCO)c3nc12 (stereo not given),2%,3%,.,.,.,-1%,21
Cc1cc(C(=O)OCC(=O)N(C)C2CCS(=O)(=O)C2)c(C)n1-c1ccccc1 (stereo not given),0%,-1%,-1%,36%,10%,2%,6
